Assay outcomes (PubChem BioAssay)
FEN1 inhibitor: human FEN1 inhibition | P39748 | Recombinant FEN1 flap cleavage, fluorescence, 15 min | Potency, µM (series often up to 114 µM), inactives show at the top dose activity change, negative = inhibition, actives largely listed as inhibitors | hit rate 0.35% among 390,000 | AID 588795; note: nearly all actives have a fitted effect of over 65% in size
Target sequence (P39748 whole entry, looked up): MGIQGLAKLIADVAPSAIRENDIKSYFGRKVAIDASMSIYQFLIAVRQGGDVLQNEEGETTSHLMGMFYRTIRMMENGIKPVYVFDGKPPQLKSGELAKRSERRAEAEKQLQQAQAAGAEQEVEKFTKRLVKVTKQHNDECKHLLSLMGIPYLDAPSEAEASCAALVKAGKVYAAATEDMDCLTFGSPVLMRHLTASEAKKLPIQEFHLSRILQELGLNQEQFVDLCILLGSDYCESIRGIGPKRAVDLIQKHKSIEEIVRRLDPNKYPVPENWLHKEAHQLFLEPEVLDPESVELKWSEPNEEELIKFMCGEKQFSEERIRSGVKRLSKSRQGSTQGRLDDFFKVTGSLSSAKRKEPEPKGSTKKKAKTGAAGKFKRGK
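FEN1 at 10 nM preincubated with compounds 15 min at room temperature, then flap DNA substrate added at 50 nM final. Signal read at 0 and 15 min; concentration-response fitted with four-parameter Hill equation.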
N370S GC: N370S glucocerebrosidase modulation, Gaucher chaperone candidate; Potency, µM (top dose mostly 59.4 µM), for the others: top-dose activity change, negative = inhibition, hits mostly inhibitors; AID 2101; hit rate 0.092% among 330,000; N370S GC spleen homogenate, 4MU-glucoside fluorescence;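 note: 0% = full enzyme activity and -100% = no enzyme basal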
KAT2A inh: blocks human GCN5L2 histone acetyltransferase; GCN5L2 HAT assay, ThioGlo1 CoA-SH fluorescence; Q92830; Potency, µM (titrated, usually from 58.9 µM), for inactives: at the highest dose activity change, negative = inhibition, most hits filed as inhibitors; hit rate 0.21% among 390,000
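Titration-based screen in which CoA formation is detected via maleimide probe ThioGlo1 (50uM) turning fluorescent on thiol reaction; substrates H3(1-25) 75uM and acetyl-CoA 70uM, GCN5L2 20nM, 20 min incubation at room temperature.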
* marks the source's active call; other numbers are inactive results; ? = inconclusive; · = no result given; & = joins results of further samples; [ ] = another dose, or the depositor's remark. Calls come from the whole dose curve; as a rule, active = well fitted curve in the direction sought with a large enough effect; inconclusive = small, poorly fitted or top-dose-only effect, or another doubt; inactive = no such curve, though single readings can be large; an effect the other way counts as inactive or inconclusive. Unless noted, % is set by controls: 0 for no effect and ±100 for the full control effect; potency is the fitted concentration of half-maximal effect. Not all compounds are listed (hit frequency here may not be typical).

FEN1 inhibitor	N370S GC	KAT2A inh	smiles
7%	-3%	1%	CCCCNc1nc2ccccc2n1CC(=O)Nc1c(C)cccc1CC
2%	-7%	-23%	COc1ccc(C(=O)N2CCOC2CNC(=O)C(=O)NCCc2ccccc2OC)cc1 (stereo not given)
5%	-13%	3%	CCCn1c(N)c(N(CCOC)C(=O)CSCC(=O)Nc2cccc(C)c2)c(=O)[nH]c1=O
18%	·	-12%	Cc1ccc2c(=O)cc(C(=O)Nc3c(C)n(C)n(-c4ccccc4)c3=O)oc2c1
2%	·	-5%	CCCOc1ccc(C(=O)Nc2ccc3oc(-c4cccc(Cl)c4Cl)nc3c2)cc1
-8%	-1%	-1%	COc1ccc2c(CC(=O)N[C@@H](Cc3ccccc3)C(=O)O)cc(=O)oc2c1
-2%	-3%	-7%	N#C/C(=C/c1ccc(Br)o1)C(N)=O
-24%	1%	-6%	NC(=O)NC1CCCc2c1[nH]c1ccc(Cl)cc21 (stereo not given)
-1%	-13%	-6%	Cc1ccc(NC(=O)c2cc(C)nc3ccccc23)c(Br)c1
-5%	·	?	COc1cccc(CNC(=O)COC(=O)c2ccc(C(=O)c3ccccc3)cc2)c1
-6%	-26%	-5%	O=C(C[n+]1ccc(C(=O)NCc2ccccc2)cc1)c1ccc2c(c1)OCCO2
-3%	-2%	-2%	CCOC(=O)C1(Cc2cccc(OC)c2)CCCN(C(=O)c2cc(C)on2)C1 (stereo not given)
13%	-3%	-4%	Cc1ccc(NC(=O)C(C)SCC(=O)Nc2ccc(F)cc2)cc1S(=O)(=O)N1CCOCC1 (stereo not given)
-15%	-14%	-10%	Cc1cccc(-c2cc3nc4c(c(NCc5ccco5)n3n2)CCCC4)c1
-11%	14%	-14%	Cc1ccc(-c2nnc(CSc3nnc(COc4ccccc4)n3-c3ccc(C)cc3)o2)cc1
2%	-8%	-6%[0.501 µM]	CCCCN(C)C/C(O)=C(\C#N)c1nc(-c2ccccc2)cs1
9%	7%	0%	Cc1cccn2c(CN3CCNC(=O)CC3)c(C(=O)N(C)CCc3ccccc3)nc12
22%	·	1%	COc1ccccc1-c1noc(CCC(=O)Nc2ccc(C)cc2C)n1
-1%	-26%	-6%	Cc1ccc(C)c(NC(=O)CSc2nc3c(oc4ccccc43)c(=O)n2-c2ccccc2)c1
4%	4%	-15%	COc1ccccc1NS(=O)(=O)c1ccc(C)c(NC(=O)NCCCl)c1
2%	-1%	-3%	CCOC(=O)Cc1csc(NC(=O)CSc2nnc3ccccn23)n1
6%	·	0%	CCOc1cc(N2CCOCC2)c(OCC)cc1NC(=O)c1cnccn1
-4%	·	-1%	CC(C)c1ccc(/C=C/C(=O)NCCCN2CCOCC2)cc1
-3%	3%	-1%	O=C(CN1CCN(S(=O)(=O)c2ccc(Br)cc2)CC1)Nc1ccc2c(c1)OCCO2
3%	0%	-12%	Cc1ccc(-n2nc3ccc(NC(=O)c4ccco4)cc3n2)cc1
-2%	10%	-2%	Cc1c(NC(=O)Nc2ccccc2Cl)sc(=S)n1C
-8%	4%	-14%	COc1ccccc1CN(C)C(=O)c1cc(-c2cccs2)nc2ccccc12
-3%	15%	-4%	CC1(C)Cc2c(sc(/N=C/N3CCOCC3)c2C#N)C(C)(C)N1
6%	-7%	0%	CCC(Cc1ccccc1)NC(=O)Cn1ncc2ccsc2c1=O (stereo not given)
8%	-24%	0%	COc1ccc(-n2c(=O)c3c(C)c(C)sc3n(Cc3cccc(F)c3)c2=O)c(OC)c1
6%	·	-2%	CCC(C)N(C(=O)CSc1nc(C)nc2ccccc12)C1CCS(=O)(=O)C1 (stereo not given)
4%	-2%	?	COc1cccc(CNC(=O)C2CCC(=O)N(CCc3cccc(F)c3)C2)c1 (stereo not given)
4%	7%	-11%	COc1ccccc1CC(=O)NCC(c1ccco1)N1CCCCC1 (stereo not given)
-6%	2%	1%	CCc1ccc(-c2cc3c(=O)n(CC(=O)N4CCCC4)nc(C)n3n2)cc1
-11%	?	-1%	Cc1onc(-c2ccccc2Cl)c1C(=O)NC(=S)NCC(=O)c1ccccc1
6%	·	-3%	Cc1cccc(CNC(=O)C2CCN(S(=O)(=O)c3ccc4c(c3)CCCN4C(=O)C3CCC3)CC2)c1
7%	·	0%	Fc1ccc(-c2noc3ncnc(N4CCN(c5ccccc5)CC4)c23)cc1
-3%	14%	-25%	Cc1cccc(C)c1NC(=O)COC(=O)c1c2c(nc3ccccc13)/C(=C\c1ccc3c(c1)OCO3)CCC2
-16%	·	-5%	CCOCCCn1c(=N)c(C(=O)NCc2ccco2)cc2c(=O)n3ccccc3nc21
1%	-1%	1%	CC(C)CCNC(=O)C(=O)Nc1ccc2c(c1)N(S(=O)(=O)c1cccs1)CCC2
5%	-1%	1%	O=C(O)c1ccc(CS(=O)(=O)c2cccc(C(F)(F)F)c2)o1
11%	7%	-6%	O=C1c2ccccc2C(=O)N1CCc1nc2ccccc2c(=O)n1-c1ccccn1
-4%	0%	-30%	CCN1C(=O)c2cccc3c(S(=O)(=O)NCc4cccnc4)ccc1c23
·	22%	-10%	O=c1cc(-c2cccc(O)c2)oc2cccc(O)c12
·	1%	-2%	O=C(Nc1ccccc1)N1CCCC2(CCN(C(=O)c3cnccn3)CC2)C1
1%	13%	1%	CCCCCN1CC(O)=C(c2nc3ccccc3[nH]2)C1=N
-21%	6%	-12%	O=c1c2ccccc2nc2ccc(NCc3ccco3)nn12
4%	-5%	1%	CC(C)c1ccc(NC2CCCN(C(=O)c3ccc(N4CCOCC4)cc3)C2)cc1 (stereo not given)
3%	-5%	1%	CCC(=O)c1cn(CC(=O)Nc2c(C)cccc2C)c2ccccc12
7%	·	-2%	Cc1ccc(CNC(=O)c2cc(=O)c3cc(C)c(C)cc3o2)cc1

(continued)
FEN1 inhibitor	N370S GC	KAT2A inh	smiles
-5%	3%	-10%	COc1ccc2c(c1)C(=O)N(Cc1ccccc1)C(=O)C2(C)C
-6%	-6%	-13%	CC(=O)Nc1ccc(C(=O)OCC(=O)/C(C#N)=C(\C)N)cc1
-4%	-5%	-16%	O=C(NNC(=O)c1ccc(S(=O)(=O)N2CCOCC2)cc1)c1ccccc1
2%	-7%	0%	COc1cc(C(=O)OC2CCOC2=O)c([N+](=O)[O-])cc1OC (stereo not given)
5%	8%	-1%	O=C(c1ccco1)N1CCN(C(c2ccccc2Cl)c2nnnn2CC2CCCO2)CC1 (stereo not given)
-5%	20%	-4%	COc1cc(/C=N/NC(=O)COc2ccc(Cl)cc2)ccc1OS(=O)(=O)c1ccc(C)cc1
·	-12%	-15%	CN1CCN(c2ncc3nc(-c4cccc(C#N)c4)c(=O)n(Cc4ccc(F)cc4)c3n2)CC1
-4%	8%	-10%	Cn1nc(-c2ccccc2)c2cc(C(=O)O)sc21
0%	·	-1%	CN(C)CCCNC(=O)CC1C[C@H](C(=O)N2CCCCC2)[C@@]2(CCc3ccccc3)c3[nH]c4ccccc4c3CCN2C1=O (stereo not given in full)
-4%	?	-2%	COc1ccccc1NC(=O)Nc1cccc(C(=O)O)c1
-4%	2%	-8%	Cc1ccc(-n2c(SCC(=O)N/N=C/c3c(C)nn(-c4ccccc4)c3C)nc3ccccc3c2=O)cc1
19%	5%	0%	O=C(CSc1n[nH]c(-c2ccccc2F)n1)NCC(=O)Nc1ccc(F)c(F)c1F
2%	10%	23%	COc1ccccc1CNC(=S)NC1CCCC1
-3%	-2%	2%	O=C(CN(Cc1ccc(F)cc1)C(=O)CNS(=O)(=O)c1ccccc1)NCc1ccco1
21%	·	-1%	CCOC(=O)c1cc(-c2ccc(C)cc2)n(CC(=O)Nc2ccc(OC)c(Cl)c2)c1C
1%	-1%	-2%	CCCn1ncc([C@@H]2C[C@H]3CN(Cc4cccc(Cl)c4)C(=O)[C@]34CCCN24)c1C
-2%	?	-9%	N#Cc1c(-c2ccccc2)nc(SCC(=O)Nc2ccccc2F)[nH]c1=O
-1%	5%	-5%	CCN(CC)S(=O)(=O)c1ccc(NC(=O)CSc2nnc(-c3ccc(F)cc3)o2)cc1
10%	5%	3%	COc1ccccc1Cc1nc(-c2ccncc2)no1
-6%	-1%	-3%	O=C(OCc1nc2ccccc2s1)c1ccc([N+](=O)[O-])o1
0%	6%	0%	COc1ccc(C2CC3(CC(C)(C)NC(=S)N3)Oc3cc(O)cc(C)c32)cc1 (stereo not given)
22%	·	-5%	COc1cccc2c1cc1c(=O)n(CC(=O)N3CCN(c4cccc(Cl)c4)CC3)nc(C)n12
-21%	-5%	2%	O=[N+]([O-])c1ccc2nc(-c3ccncc3)[nH]c2c1
-29%	·	-9%	Cc1cccc(N(CC(=O)NCCSCc2cccc(Cl)c2)S(=O)(=O)c2ccccc2)c1C
-2%	4%	4%	O=c1c(-c2ccnn2-c2ccc(F)cc2)cnc2n1CCS2
-14%	·	-14%	CCOc1ccccc1N1CCN(C(=O)CSc2ccc3c(c2)OCCO3)CC1
7%	-26%	-1%	CC(C)c1c(C(=O)N/N=C/C=C/c2ccccc2)nnn1-c1nonc1N
14%	·	-2%	Cc1cccc(OCC(=O)N(Cc2nnc(-c3ccccc3Cl)o2)C2CC2)c1
8%	3%	-10%	COCC(=O)N(Cc1cc2cc(OC)ccc2[nH]c1=O)c1ccccc1OC
7%	19%	-5%	O=C(NCC1CCCN(C(=O)c2cc(Cl)ccc2F)C1)c1ccc(F)cc1 (stereo not given)
-5%	3%	0%	Cc1ccc(S(=O)(=O)N2CCC(=O)N2)cc1
0%	0%	12%	O=C(O)c1ccc(N/N=C/c2cc(Br)cs2)cc1
?	·	?	O=C(OCC(=O)N1N=C(c2ccc(Cl)cc2)CC1c1ccco1)c1cccnc1 (stereo not given)
0%	8%	-3%	O=C(Cc1ccccc1)NC(=S)Nc1cc(C(F)(F)F)ccc1Cl
-1%	5%	-4%	C=CCn1c(=O)c(C(=O)Nc2ccccc2C(=O)OCC)c(O)c2ccccc21
·	2%	-8%	CCn1cc(C(=O)N2CCc3ccccc3C2)c(=O)c2cc(S(=O)(=O)N3CCCCC3)ccc21
-4%	·	-3%	CSc1ccccc1NC(=O)COC(=O)CCC(=O)c1ccc(F)cc1
4%	·	2%	COc1ccc(CNC(=O)CN(C)S(=O)(=O)c2ccc3nc(C)sc3c2)cc1
-11%	-27%	-6%	COc1ccccc1N1CCN(C(=S)Nc2ccc3nc(N4CCOCC4)cc(C)c3c2)CC1
-6%&0%	-6%	0%&-1%	CNS(=O)(=O)c1ccc(OC)c(-c2nnc3c4ccccc4c(C)nn23)c1

No new results follow: entries from further up.
FEN1 inhibitor	N370S GC	KAT2A inh	smiles
7%	-26%	-1%	CC(C)c1c(C(=O)N/N=C/C=C/c2ccccc2)nnn1-c1nonc1N
14%	·	-2%	Cc1cccc(OCC(=O)N(Cc2nnc(-c3ccccc3Cl)o2)C2CC2)c1
8%	3%	-10%	COCC(=O)N(Cc1cc2cc(OC)ccc2[nH]c1=O)c1ccccc1OC
7%	19%	-5%	O=C(NCC1CCCN(C(=O)c2cc(Cl)ccc2F)C1)c1ccc(F)cc1 (stereo not given)
-5%	3%	0%	Cc1ccc(S(=O)(=O)N2CCC(=O)N2)cc1
0%	0%	12%	O=C(O)c1ccc(N/N=C/c2cc(Br)cs2)cc1
?	·	?	O=C(OCC(=O)N1N=C(c2ccc(Cl)cc2)CC1c1ccco1)c1cccnc1 (stereo not given)
0%	8%	-3%	O=C(Cc1ccccc1)NC(=S)Nc1cc(C(F)(F)F)ccc1Cl
-1%	5%	-4%	C=CCn1c(=O)c(C(=O)Nc2ccccc2C(=O)OCC)c(O)c2ccccc21
·	2%	-8%	CCn1cc(C(=O)N2CCc3ccccc3C2)c(=O)c2cc(S(=O)(=O)N3CCCCC3)ccc21
-4%	·	-3%	CSc1ccccc1NC(=O)COC(=O)CCC(=O)c1ccc(F)cc1
4%	·	2%	COc1ccc(CNC(=O)CN(C)S(=O)(=O)c2ccc3nc(C)sc3c2)cc1
-11%	-27%	-6%	COc1ccccc1N1CCN(C(=S)Nc2ccc3nc(N4CCOCC4)cc(C)c3c2)CC1
-6%&0%	-6%	0%&-1%	CNS(=O)(=O)c1ccc(OC)c(-c2nnc3c4ccccc4c(C)nn23)c1

(next part)
FEN1 inhibitor	N370S GC	KAT2A inh	smiles
-17%	4%	-3%	O=C(/C=C/Nc1ccc([N+](=O)[O-])cc1)c1ccc(Br)cc1
0%	21%	15%	C=CCn1cccc(C(=O)Nc2ccc(C)cc2)c1=O
-22%	17%	-4%	COc1ccc(-c2nnc(SCC(=O)N(Cc3ccccc3)C(C)(C)C)o2)cc1OC
-1%	2%	2%	COc1ccc(S(=O)(=O)N2CCC(C(=O)NCc3cccs3)CC2)cc1
-1%	7%	2%	Cc1ccc(NC(=O)c2ccc(OCC3CCCO3)cc2)cc1 (stereo not given)
15%	·	-5%	CCC(=O)N1CCc2cc(Br)cc(S(=O)(=O)NCc3cccc(OC)c3)c21
-23%	·	-3%	COC(=O)C1=C(C)NC(=O)NC1c1cn(-c2ccccc2)nc1-c1ccc(OC)c(Cl)c1 (stereo not given)
-1%	-3%	-5%	CN(C)C(=O)CSc1nnc(CCN)o1
-1%	4%	-6%	Cc1nc(N)sc1C(=O)N1N=N1
